High-throughput results: PubChem, several laboratories
MDM2 E3 inh: blocks human Mdm2 ubiquitin ligase activity; cell-based MDM2 ubiquitination luciferase reporter, 2 h; 0 = plate control, 100 = twice control, blank-subtracted; signal enhancement, % at 5 µM; 210,000 compounds, 0.11% hits;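 active means signal enhancement of 30% or more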;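 further: luminescence tracks abundance of the self-degrading MDM2-luciferase fusion protein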
Target sequence (Q00987 whole entry, looked up, the tested form may be a part): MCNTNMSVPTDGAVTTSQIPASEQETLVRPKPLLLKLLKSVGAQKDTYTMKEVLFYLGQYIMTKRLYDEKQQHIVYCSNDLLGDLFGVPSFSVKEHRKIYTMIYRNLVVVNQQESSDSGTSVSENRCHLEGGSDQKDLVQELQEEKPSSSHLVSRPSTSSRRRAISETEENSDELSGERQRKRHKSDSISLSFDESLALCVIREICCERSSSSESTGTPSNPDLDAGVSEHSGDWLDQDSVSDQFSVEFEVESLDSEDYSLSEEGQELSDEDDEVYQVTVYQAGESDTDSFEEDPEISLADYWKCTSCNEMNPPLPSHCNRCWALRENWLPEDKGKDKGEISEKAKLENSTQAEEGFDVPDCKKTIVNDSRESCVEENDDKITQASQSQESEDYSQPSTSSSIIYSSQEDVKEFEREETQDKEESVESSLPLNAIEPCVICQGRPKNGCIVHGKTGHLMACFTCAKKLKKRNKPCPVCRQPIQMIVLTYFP
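Material: stable MDM2–luciferase fusion reporter cells / Quantity: 2000 cells/well / Dosing: single 5 µM compound dose, 0.2% final DMSO / Buffer or medium: DMEM / Schedule: 4 h cell settling then 2 h compound exposure, 37 °C / Detection: luminescence with SteadyLite reagent, 15 min at room temperature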
Tb hexokinase: blocks Trypanosoma brucei hexokinase 1 activity | 220,000 compounds, 0.11% hits | AID 1430 | inhibition, % at 10 µM | recombinant TbHK1, G6PDH-coupled NADH A340;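 active means inhibition of 50% or more in the single-dose primary screen; inactive means inhibition below 50%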
Runt-CBFb FRET: Runt domain-CBFb interaction inhibition | Q01196+Q13951 | Cerulean-Runt/Venus-CBFb FRET ratio 530/480, 1 h | 220,000 compounds, 0.46% hits | inhibition, % at 20 µM | AID 1496;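 active means inhibition over about 50% at 20 µM in the single-dose screen, limit read from the data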;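 further: 0% = DMSO wells and 100% = excess unlabeled CBFb competitor control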
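test system = Cerulean-Runt domain fusion protein, energy donor | probe or stimulus = Venus-CBFb binding partner, 100 nM | incubation = two 1 h room-temperature incubations shielded from light | detection = fluorescence energy transfer, 422 nm excitation, 530/480 nm emission | measure = loss of energy transfer signal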
EBV gp42 inh: blocks Epstein-Barr virus glycoprotein 42 binding. Q1HVG2. Fluorescence polarization binding assay, mP read-out. inhibition, % (tested at 21.74 µM). 220,000 compounds, 0.42% hits; in the data active means inhibition above about 50%
Target sequence (Q1HVG2 whole entry, looked up): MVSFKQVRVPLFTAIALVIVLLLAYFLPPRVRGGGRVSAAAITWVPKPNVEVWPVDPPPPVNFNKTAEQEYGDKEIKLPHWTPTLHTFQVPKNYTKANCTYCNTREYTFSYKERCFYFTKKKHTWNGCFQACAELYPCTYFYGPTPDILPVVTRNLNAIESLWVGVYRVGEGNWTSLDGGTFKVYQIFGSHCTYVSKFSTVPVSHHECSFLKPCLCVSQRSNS
14-3-3 Bad PPI: disrupts binding of bovine 14-3-3 zeta to phospho-Bad peptide; TR-FRET 14-3-3zeta/Dy647-pBad peptide displacement, 1 h; inhibition, % at 21.7 µM; AID 781; 220,000 compounds, 0.71% hits;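 active means inhibition above about 70%, limit read from the data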;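 further: 0% = full 14-3-3 plus peptide FRET controls and 100% = background without 14-3-3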
Target sequence (P63103 whole entry, looked up): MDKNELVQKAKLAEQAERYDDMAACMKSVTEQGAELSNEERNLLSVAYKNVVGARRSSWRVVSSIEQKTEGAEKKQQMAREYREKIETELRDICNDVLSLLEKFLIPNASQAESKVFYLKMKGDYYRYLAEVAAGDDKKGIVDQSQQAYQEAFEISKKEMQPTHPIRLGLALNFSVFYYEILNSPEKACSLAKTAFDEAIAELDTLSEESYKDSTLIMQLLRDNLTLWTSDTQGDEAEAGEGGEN
Runt-SMMHC FRET: Runt domain-CBFb-SMMHC interaction inhibition; inhibition, % at 20 µM; Cerulean-Runt/Venus-CBFb-SMMHC FRET ratio 530/480, 1 h; 220,000 compounds, 0.74% hits; Q01196+Q13951;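 active means mean inhibition across duplicate retests at 20 µM reaching about 50%, limit read from the data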;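 further: 0% = DMSO wells and 100% = wells with excess untagged CBFb-SMMHC; inhibitors lower the FRET ratio by blocking Runt binding to CBFb-SMMHC; some results filed as inactive read as strong as hits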
zVAD death inh: L929 zVAD cell death inhibition | L929 zVAD necroptosis rescue, ATP luminescence, 24 h; with zVAD 60 µM | viability rescue, % at 10 µM | 220,000 compounds, 0.38% hits | AID 1377;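 active means activation, scaled between plate controls, above about 75%, limit read from the data; inactive means activation under that limit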;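 further: 0% = zVAD with DMSO and 100% = DMSO alone without zVAD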
Hck Nef HTS: blocks Nef-activated human Hck kinase; 220,000 compounds, 0.68% hits; Recombinant Hck-YEEI plus Nef, Z-Lyte FRET kinase assay; inhibition, % at 20 µM; P08631;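 active means Hck-Nef kinase inhibition above about 50%, limit read from the data; inactive means inhibition below that limit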;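 further: 0% = DMSO with Hck plus Nef and 100% = Hck alone without Nef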
p47phox inh: inhibitors of human p47phox binding; p47phox/p22phox peptide binding, fluorescence polarization, 2 h; inhibition, % at 24.7 µM; 220,000 compounds, 0.53% hits; AID 1274;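 active means inhibition above about 30%, limit read from the data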;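 further: 0% = p47phox with labelled peptide and 100% = labelled peptide alone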
Active calls of the source: *; . = not tested or not shown; [ ] = another dose, or the depositor's remark. Rows were taken by chance; 3.2% or so of the library scored in one or more.

SMILES | MDM2 E3 inh | Tb hexokinase | Runt-CBFb FRET | EBV gp42 inh | 14-3-3 Bad PPI | Runt-SMMHC FRET | zVAD death inh | Hck Nef HTS | p47phox inh
CCc1ccc(N(C)S(=O)(=O)c2ccc3[nH]cc(C(=O)NCCN4CCOCC4)c(=O)c3c2)cc1 | -2 | -29 | 5 | 5 | 0 | 0 | -0.4 | 2 | -6
O=C(CCCCCn1c(=S)[nH]c2ccccc2c1=O)N1CCOCC1 | -16 | -6 | -3 | -25 | -12 | -4 | 0.5 | 0 | -11
O=C(Nc1ccc2ccccc2c1)c1cnccn1 | -30 | -8 | 2 | -13 | 7 | -3 | -0.5 | 0 | -25
NC(=O)c1nc(N2CCOCC2)nc(N2CCOCC2)n1 | -22 | -7 | 0 | -19 | -4 | -2 | -0.7 | 9 | -17
CCOc1cc(N2CCOCC2)c(OCC)cc1NC(=O)C(C)(C)C | 1 | 0 | 0 | -3 | -6 | 2 | 3.1 | 20 | 2
O=C(O)CSc1cc(C(=O)c2cc(F)ccc2O)cn2c(=O)c3c(-c4ccccc4)csc3nc12 | -9 | -14 | -10 | 6 | 17 | -28 | -0.7 | 52* | -40
COc1ccc2cc3cc(C(=O)NCCCN4CCOCC4)oc3nc2c1 | -13 | -49 | 1 | -15 | -2[fluorescence artefact?] | 2 | 0.1 | 0 | -5
Nc1c(C(O)(C(F)(F)F)C(F)(F)F)cc(C(O)(C(F)(F)F)C(F)(F)F)c2ccccc12 | -8 | -1 | 0 | 17 | -3 | 2 | 0.3 | 1 | -2
CCOC(=O)c1[nH]c(C)c(C(=O)NCc2ccc(Cl)cc2)c1C | 1 | -3 | -2 | -1 | -1 | 1 | 2.0 | -1 | -13
Clc1ccc(-c2nnsc2SCc2ccccc2)cc1 | -8 | 6 | -1 | -3 | 37 | -1 | 0.3 | 2 | 6
CC(=O)Oc1cc(OC(C)=O)c2c(=O)c(-c3ccc4c(c3)OCCCO4)c(C)oc2c1 | -6 | -28 | 1 | -9 | -4 | 3 | -0.8 | 13 | -3
O=C(CC1Nc2cccc3cccc(c23)NC1=O)Nc1ccc(F)cc1 (stereo not given) | -7 | -10 | -5 | 7 | 4 | -42 | 7.1 | 10 | -19
CC(=O)c1ccc(-n2ccnc2)cc1 | -12 | -8 | 1 | -10 | -1 | -6 | 0.0 | 7 | -1
CSc1ncccc1C(=O)Nc1nc2ccc(S(C)(=O)=O)cc2s1 | -13 | -25 | 2 | 5 | 0 | 1 | 0.5 | 9 | -2
COc1cc(S(=O)(=O)N2CCOCC2)ccc1N | -8 | 4 | 0 | -12 | -2 | 1 | 4.0 | 20 | -4
Cc1ncc(S(=O)(=O)c2ccccc2)c(-c2ccccc2)n1 | -15 | -3 | 1 | -22 | 10 | -3 | -0.8 | 1 | -6
Cc1ccc(NC(=O)c2cc(S(=O)(=O)N3CCCCC3)ccc2N2CCOCC2)cc1F | -17 | -15 | 0 | -20 | -2 | 3 | -0.6 | 0 | -6
CCN1C(=O)c2cccc3c(NC(=O)c4ccc(S(=O)(=O)N(C)C)cc4)ccc1c23 | -16 | -6 | -11 | -6 | 6[fluorescence artefact?] | -30 | 23 | -11 | -3
O=C(Nc1nnc(C2CC2)s1)C1CCCCN1S(=O)(=O)c1ccccc1 (stereo not given) | 2 | -4 | -15 | -3 | -14 | -3 | 1.3 | 22 | -22
Cc1nc2ccccn2c1/C(O)=C1\C(=O)C(=O)N(CCN(C)C)C1c1cccnc1 (stereo not given) | -3 | -18 | 0 | 12 | 0 | 3 | 0.1 | 1 | 0

Reformatted with tabs: entries from further up.
molecule	MDM2 E3 inh	Tb hexokinase	Runt-CBFb FRET	EBV gp42 inh	14-3-3 Bad PPI	Runt-SMMHC FRET	zVAD death inh	Hck Nef HTS	p47phox inh
Clc1ccc(-c2nnsc2SCc2ccccc2)cc1	-8	6	-1	-3	37	-1	0.3	2	6
CC(=O)Oc1cc(OC(C)=O)c2c(=O)c(-c3ccc4c(c3)OCCCO4)c(C)oc2c1	-6	-28	1	-9	-4	3	-0.8	13	-3
O=C(CC1Nc2cccc3cccc(c23)NC1=O)Nc1ccc(F)cc1 (stereo not given)	-7	-10	-5	7	4	-42	7.1	10	-19
CC(=O)c1ccc(-n2ccnc2)cc1	-12	-8	1	-10	-1	-6	0.0	7	-1
CSc1ncccc1C(=O)Nc1nc2ccc(S(C)(=O)=O)cc2s1	-13	-25	2	5	0	1	0.5	9	-2
COc1cc(S(=O)(=O)N2CCOCC2)ccc1N	-8	4	0	-12	-2	1	4.0	20	-4
Cc1ncc(S(=O)(=O)c2ccccc2)c(-c2ccccc2)n1	-15	-3	1	-22	10	-3	-0.8	1	-6
Cc1ccc(NC(=O)c2cc(S(=O)(=O)N3CCCCC3)ccc2N2CCOCC2)cc1F	-17	-15	0	-20	-2	3	-0.6	0	-6
CCN1C(=O)c2cccc3c(NC(=O)c4ccc(S(=O)(=O)N(C)C)cc4)ccc1c23	-16	-6	-11	-6	6[fluorescence artefact?]	-30	23	-11	-3
O=C(Nc1nnc(C2CC2)s1)C1CCCCN1S(=O)(=O)c1ccccc1 (stereo not given)	2	-4	-15	-3	-14	-3	1.3	22	-22
Cc1nc2ccccn2c1/C(O)=C1\C(=O)C(=O)N(CCN(C)C)C1c1cccnc1 (stereo not given)	-3	-18	0	12	0	3	0.1	1	0

(list continues)
SMILES | MDM2 E3 inh | Tb hexokinase | Runt-CBFb FRET | EBV gp42 inh | 14-3-3 Bad PPI | Runt-SMMHC FRET | zVAD death inh | Hck Nef HTS | p47phox inh
Cc1csc(NC(=O)c2cc3c(C)nn(Cc4ccccc4Cl)c3s2)n1 | 5 | -3 | 0 | -40 | -16 | 3 | 0.7 | 2 | -122
CCCCN(CCCC)Cc1ccc(C(=O)NNC(=O)Nc2ccc(Cl)cc2)o1 | . | 3 | 0 | -14 | 2 | -2 | 0.9 | 8 | .
C=CCn1c(NCc2c[nH]c3ccccc23)nc2ccccc21 | -11 | -4 | 0 | -5 | -15 | -3 | . | -5 | -8
COc1ccccc1C(=O)Oc1cc(N)n(S(=O)(=O)c2ccccc2)n1 | -5 | 7 | 5 | 23 | 29 | -5 | 1.1 | 107* | 5
CCOc1ccc(CN(C(=O)c2oc3cc(C)ccc3c2C)C2CCS(=O)(=O)C2)cc1 (stereo not given) | -1 | -8 | -8 | -12 | -4 | -8 | -0.4 | -2 | 0
COc1ccccc1C1=NC(c2ccc(F)cc2)N=C1C (stereo not given) | -3 | -6 | -3 | -4 | -20 | -3 | 0.3 | -19 | -5
CCOC(=O)/C(N=O)=C(\O)C1CCN(C(=O)OCC)CC1 | -12 | -2 | 1 | -14 | 1 | -1 | -0.1 | -1 | -10
CC#CCN1c2ccccc2[C@]23C[C@@H](C(=O)OC)N(C(=O)c4ccco4)C2=NC(C(=O)OC)=C(C(=O)OC)[C@H]13 | 18 | -22 | 1 | -17 | -6 | 0 | -1.0 | 25 | -7
CC(C(=O)NC(=O)NCc1ccccc1)N1C(=O)c2ccccc2C1=O (stereo not given) | -5 | 7 | 1 | 6 | 3 | 0 | -0.4 | 1 | -2
CCS(=O)(=O)C(=C1NCCO1)S(=O)(=O)CC | -14 | 1 | 0 | -12 | -18 | -137 | 0.1 | 0 | -1

Quoted at random: 2 compounds from above.
SMILES | MDM2 E3 inh | Tb hexokinase | Runt-CBFb FRET | EBV gp42 inh | 14-3-3 Bad PPI | Runt-SMMHC FRET | zVAD death inh | Hck Nef HTS | p47phox inh
Cc1ccc(NC(=O)c2cc(S(=O)(=O)N3CCCCC3)ccc2N2CCOCC2)cc1F | -17 | -15 | 0 | -20 | -2 | 3 | -0.6 | 0 | -6
O=C(O)CSc1cc(C(=O)c2cc(F)ccc2O)cn2c(=O)c3c(-c4ccccc4)csc3nc12 | -9 | -14 | -10 | 6 | 17 | -28 | -0.7 | 52* | -40

Other entries follow:
SMILES | MDM2 E3 inh | Tb hexokinase | Runt-CBFb FRET | EBV gp42 inh | 14-3-3 Bad PPI | Runt-SMMHC FRET | zVAD death inh | Hck Nef HTS | p47phox inh
C=CCOn1c(C)c(C(C)=O)c2c3nonc3ccc21 | -16 | 33 | -11 | -7 | -6[fluorescence artefact?] | -30 | -0.1 | 22 | 1
COc1ccc(S(=O)(=O)N2CCN(C)CC2)cc1C | -11 | 0 | 0 | -4 | 9[fluorescence artefact?] | 2 | -0.4 | 0 | 5
C=CCn1c(=S)[nH]c2scc(-c3ccc(C)o3)c2c1=O | -23 | -12 | 37 | -15 | -10 | 24 | 0.0 | 17 | -9
COc1ccc(NC(=O)c2ccc(NC3CC(=O)N(c4ccc(C)cc4C)C3=O)cc2)cc1 (stereo not given) | -20 | -21 | -1 | -12 | 2 | -2 | 1.1 | 11 | 10
CN1CC(=O)N(C)c2ncn(Cc3ccccc3)c2C1=O | -12 | -3 | 1 | -13 | -6 | 2 | -0.2 | 0 | -1
O=C(Cc1ccc(F)cc1)N(c1ccccc1)C1C=CS(=O)(=O)C1 (stereo not given) | -15 | 6 | 0 | -1 | 5 | -1 | 0.2 | -8 | -1
O=C(COc1ccccc1)Nc1ccc(S(=O)(=O)N2CCOCC2)cc1 | -8 | 0 | 2 | 2 | 1 | -2 | 0.3 | 3 | -11
COc1cc(C(=O)NCCc2ccc3c(c2)OCCO3)ccc1OCC(=O)N1CCOCC1 | -16 | -15 | 1 | -14 | 2[fluorescence artefact?] | -1 | -1.7 | 1 | -11
COc1ccc(CCNC(=O)CSc2nnc3ccc(-c4ccncc4)nn23)cc1 | -6 | 1 | -1 | -1 | -6 | -3 | 0.8 | 19 | -3
O=Cc1cn(-c2ccccc2)nc1-c1cc2c(ccc3ccccc32)oc1=O | -16 | -2 | -41 | -36 | 59[fluorescence artefact?] | 20 | 0.6 | 24 | -25
C=CCn1c(O)c(N=NC(=O)c2cccnc2)c2cc(Br)ccc21 | -11 | -17 | -2 | -16 | -7 | -8 | 0.9 | 2 | -6
CCC(C)n1c(-c2cccs2)nc2nc3ccccc3nc21 (stereo not given) | -24 | -37 | 19 | -16 | -6 | 43 | 2.5 | 17 | -12
Cc1cc(/C=C2\C(=N)N3N=C(c4ccco4)SC3=NC2=O)c(C)n1Cc1ccccc1 | -4 | -35 | -24 | -40 | -10 | -46 | 1.4 | 31 | -96
O=C(Cn1cnc2c(cnn2-c2ccc(F)cc2)c1=O)NCCc1ccccc1 | -17 | -1 | . | -4 | -3[fluorescence artefact?] | -6 | 4.4 | -1 | 1
O=C(Cn1ncc2c1-c1ccccc1OC2)Nc1ccc(S(=O)(=O)N2CCCCC2)cc1 | -16 | -4 | 0 | -5 | 0 | -1 | 1.4 | 0 | -31
O=C1CC(c2ccco2)Cc2nc(N3CCN(Cc4ccc5c(c4)OCO5)CC3)ncc21 (stereo not given) | -5 | -15 | 16 | -10 | 15 | -6 | 0.8 | 0 | -19
Cc1ccnc(NC(=O)c2ccccc2[N+](=O)[O-])c1 | -7 | 2 | 22 | -11 | 7 | 18 | 0.2 | 1 | 8
O=C(CCC(=O)c1ccc(Cl)cc1)OCC(=O)c1ccccc1 | 0 | -5 | 2 | -19 | 6 | -1 | -0.2 | 0 | -1
